TNAP inh noacc: blocks human TNAP activity with no phosphate acceptor present | purified TNAP, CDP-star luminescence, 30 min | inhibition, % at 20 µM | 200,000 compounds, 0.26% hits;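 active = tissue-nonspecific alkaline phosphatase inhibition above about 50% at 20 µM in the single-dose screen, limit read from the data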;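 note: 0% = DMSO negative control and 100% = EDTA positive control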
Target sequence (P05186 whole entry, looked up): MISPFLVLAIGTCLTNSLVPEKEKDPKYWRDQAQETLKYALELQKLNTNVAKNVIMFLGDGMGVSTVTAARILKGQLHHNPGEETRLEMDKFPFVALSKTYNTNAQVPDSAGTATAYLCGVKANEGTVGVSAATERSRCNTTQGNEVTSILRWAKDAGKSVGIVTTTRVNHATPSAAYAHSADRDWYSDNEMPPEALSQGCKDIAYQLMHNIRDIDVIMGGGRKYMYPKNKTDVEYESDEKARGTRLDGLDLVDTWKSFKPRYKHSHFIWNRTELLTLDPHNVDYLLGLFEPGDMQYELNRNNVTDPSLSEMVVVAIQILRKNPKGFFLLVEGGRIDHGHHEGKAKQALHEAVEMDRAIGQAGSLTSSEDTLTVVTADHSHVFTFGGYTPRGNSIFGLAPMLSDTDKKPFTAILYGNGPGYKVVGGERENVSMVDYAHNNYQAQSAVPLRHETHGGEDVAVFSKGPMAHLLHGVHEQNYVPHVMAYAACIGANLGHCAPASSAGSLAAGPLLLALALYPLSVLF
PMI act: phosphomannose isomerase (human) activation | P34949 | purified human PMI, coupled resazurin fluorescence, 20 min; stronger effect = higher value; 1 = vehicle control, 0 substrate-free wells | activation factor at 20 µM | 190,000 compounds, 0.005% hits | AID 1214;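 active = activation factor of 2 or more at 20 µM, relative to plate controls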
Diaph act CS: counter-screen for diaphorase-based assays: diaphorase activators and chemical reducers | 190,000 compounds, 0.005% hits | activation factor at 20 µM | AID 1229 | Diaphorase/resazurin coupled assay, resorufin fluorescence, 16 min; stronger effect = higher value; 1 = vehicle wells, 0 = NADH-free wells;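 active = diaphorase activity raised at least twofold by the compound at 20 µM; inactive = activation factor below 2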
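Material: Clostridium kluyveri diaphorase, purified enzyme; Quantity: enzyme 0.07 U/mL final; Medium: HEPES pH 7.4 buffer with MgCl2 and Tween 20; Dosing: single compound dose of 20 µM, 1% DMSO final; Schedule: 16 min reaction at room temperature; Measured by: red resorufin fluorescence at 544/590 nm excitation/emission.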
FLuc act counter: firefly luciferase counter-screen for stimulation assays; P08659; ATPlite luciferase biochemical, luminescence, 10 min; 0 = ATP-free wells, 1 = DMSO control; activation factor at 10 µM; 200,000 tested, under 10 active; AID 1027;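 active = luciferase activation factor, scaled between plate controls, of at least 2 with compound at 10 µM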
Target sequence (P08659 whole entry, looked up): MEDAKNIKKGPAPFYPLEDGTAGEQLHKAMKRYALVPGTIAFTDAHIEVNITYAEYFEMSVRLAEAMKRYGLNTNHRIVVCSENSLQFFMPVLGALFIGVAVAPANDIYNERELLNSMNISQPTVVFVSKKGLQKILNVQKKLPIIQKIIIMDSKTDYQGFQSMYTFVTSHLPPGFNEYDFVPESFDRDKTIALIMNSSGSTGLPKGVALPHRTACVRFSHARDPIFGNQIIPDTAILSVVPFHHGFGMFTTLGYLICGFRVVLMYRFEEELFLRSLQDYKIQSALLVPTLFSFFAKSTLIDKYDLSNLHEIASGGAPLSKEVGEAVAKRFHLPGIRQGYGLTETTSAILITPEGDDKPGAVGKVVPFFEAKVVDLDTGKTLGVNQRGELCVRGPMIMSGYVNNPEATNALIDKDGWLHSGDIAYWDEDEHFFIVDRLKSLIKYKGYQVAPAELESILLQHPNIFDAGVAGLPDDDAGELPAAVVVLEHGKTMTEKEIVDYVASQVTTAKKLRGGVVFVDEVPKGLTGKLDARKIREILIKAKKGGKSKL
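Material: luciferase plus luciferin reagent, cell-free. Medium: PBS buffer for ATP. Also added: ATP substrate, dispensed from a 10.24 µM working solution in PBS. Doses: test compounds dosed from 2 mM stocks in 100% DMSO. Incubation: 10 min post-reagent at room temperature. Technique: light output (luminescence). Read-out basis: luminescence gain marking luciferase activators.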
PMI act hi M6P: PMI (human) activation, high substrate | P34949 | coupled PMI enzyme assay, resazurin fluorescence, 20 min; stronger effect = higher value; 1 = untreated enzyme, 0 = substrate-free blank | activation factor at 20 µM | 190,000 compounds, 0.34% hits | AID 1216;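 active = activation factor of 2 or more at 20 µM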
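Technique: Diaphorase-driven resazurin-to-resorufin fluorescence, excitation 544, emission 590 nm | Assay system: Human PMI in coupled enzyme assay | Times: Enzyme reaction with compound 20 min at room temperature | Medium: HEPES-buffered pH 7.4 with magnesium and detergent | Reagent: Mannose-6-phosphate 1.0 mM (near-saturating) plus 0.22 mM NADP+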
TNAP act hi DEA: activators of human TNAP at high phosphate acceptor concentration | P05186 | purified TNAP, CDP-star luminescence, 1 M DEA, 30 min; stronger effect = higher value; 0 = EDTA background, 1 = DMSO-only activity | activation factor at 20 µM | 200,000 tested, under 10 active | AID 1136;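 active = activation factor at least 2 at 20 µM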
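Control set: EDTA negative control, DMSO positive control / Assay system: human TNAP / Quantity: TNAP 1/800 final / Evaluation: TNAP activation factor scaled between EDTA and DMSO control wells / Measured by: luminescent substrate turnover signal / Compound dosing: one dose, 20 µM / Times: 30 min enzyme reaction at room temperature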
Efa HMGR inh: inhibitors of class II HMG-CoA reductase from Enterococcus faecalis; AID 1066; inhibition, % at 10 µM; 190,000 compounds, 0.41% hits; purified E. faecalis HMGR, NADPH absorbance 340 nm kinetic;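 active = inhibition above a set limit, the median over all tested compounds plus 3 SD, cut at about 9.5% in these data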;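 note: enzyme runs in reverse so mevalonate oxidation gives rising NADPH absorbance; 0% = complete reaction with DMSO and 100% = background rate lacking mevalonate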
TNAP inh hi DEA: inhibitors of human TNAP at high phosphate acceptor concentration; P05186; purified TNAP, CDP-star luminescence, 1 M DEA; inhibition, % at 20 µM; 200,000 compounds, 0.03% hits;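 active = over 50% inhibition of tissue-nonspecific alkaline phosphatase at 20 µM in the single-dose screen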;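 note: plate controls were DMSO wells for no effect and EDTA-quenched wells as full inhibition for full effect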
Diaph inh CS: inhibits diaphorase or chemically oxidizes, flagging diaphorase assay artifacts. diaphorase resazurin-to-resorufin fluorescence, NADH, 16 min; bacterial (C. kluyveri) enzyme, not human. inhibition, % at 20 µM. 190,000 compounds, 0.69% hits;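 active = primary screen inhibition at 20 µM above a set limit, cut at about 50% in these data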;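 note: plate controls were DMSO with full reaction for no effect and wells lacking NADH for full effect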
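System: Diaphorase enzyme from Clostridium kluyveri | Amount: Enzyme working solution with 0.14 U/mL diaphorase | Benchmarks: No-NADH positive control and DMSO neutral control | Signal: Fluorescence of resorufin formed from resazurin, Ex 544/Em 590 nm | Schedule: 16-min room-temperature incubation before reading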
G6PDH counter: inhibits Leuconostoc G6PDH, flagging false hits in G6PDH-based assays; AID 1020; inhibition, % at 5 µM; 200,000 compounds, 0.12% hits; Purified L. mesenteroides G6PDH, diaphorase/resazurin coupled fluorescence, 45 min; in the data active = inhibition above about 50%
* hit, by the source's call; x = not tested or not shown.

Each structure is followed by: PMI act, Efa HMGR inh, FLuc act counter, Diaph inh CS, TNAP inh hi DEA, G6PDH counter, Diaph act CS, TNAP act hi DEA, TNAP inh noacc, PMI act hi M6P
O=[N+]([O-])c1ccccc1/C=C/C=N/n1c(-c2ccc(Cl)cc2)n[nH]c1=S
  1.3, -5, 1.1, 22, 5, -1, 0.8, 0.9, 36, 1.2
CCc1ccc(C2=C/C(=C/c3cccnc3)C(=O)O2)cc1
  1.3, -5, 0.7, 7, 0, -7, 0.9, 1, -14, 1.3
CC(=O)Nc1ccc(NC(=O)CCCCCN2C(=O)c3ccccc3C2=O)cc1
  1.1, -4, 1.1, 20, -7, 1, 0.8, 1.1, -14, 1.1
CC(C)CCN1CCN(Cc2cccc(C(F)(F)F)c2)CC1CCO (stereo not drawn)
  0.9, -6, 1, 16, -4, 15, 0.8, 1, -3, 1
Cc1cc(Cl)ccc1Oc1ccc(C(N)=O)cc1[N+](=O)[O-]
  1, 0, 1, 13, 0, 6, 0.9, 1, 4, 0.9
COc1ccccc1C(=O)Nc1sc2c(c1C(=O)NCc1ccco1)CCCC2
  1.1, -2, 1, -7, -3, 2, 1.1, 1, -24, 1.1
CN1CCN(S(=O)(=O)c2ccc(Sc3nnnn3-c3ccccc3)c([N+](=O)[O-])c2)CC1
  0.8, 4, 1, 39, -1, 8, 0.6, 1, -13, 0.8
COc1ccc(/C=C2\CCCC3C2=NC(=S)NC3c2ccc(OC)cc2)cc1 (stereo not drawn)
  1.4, 1, 1, 22, 0, 1, 0.8, 1, 8, 1.9
CCOc1ccc(N2C(=O)/C(=C/c3ccco3)N(C)C2=S)cc1
  1.1, 0, 1, 16, 3, -4, 0.8, 1, -12, 1
COc1ccc2sc(SCCCS(=O)(=O)O)[n+](CCCS(=O)(=O)[O-])c2c1
  1.3, -5, 1, 0, -3, -2, 1, 1, -13, 1.6
COc1ccc(CNc2nc(SCc3cc(=O)n4cc(Cl)ccc4n3)nc3ccccc23)cc1
  0.9, 0, 1.1, 18, 0, -16, 0.8, 1, 7, 1
O=C(NCc1cccnc1)C1CCN(C(=O)c2ccc(Cl)cc2Cl)CC1
  0.9, -9, 1.1, 4, 0, -11, 1, 1, -9, 1
COc1ccc(NC(=S)N(CCCN2CCOCC2)Cc2ccco2)cc1
  1, -1, 1.1, 5, 0, 5, 0.9, 1, -5, 1.1
O=C(O)c1cc(Cl)c(Cl)cc1C(=O)N1CCOCC1
  1.1, 0, 0.9, -10, 2, -2, 1.1, 1, -2, 1.1
CN(C(=S)NC(=O)/C=C/c1ccc(F)cc1)C1CCCCC1
  0.9, -4, 1, 23, 0, 5, 0.8, 1, 2, 0.9
COc1cc2c3c(c1)C(C)CC(C)(C)N3C(=O)C2=O (stereo not drawn)
  0.9, -3, 1.1, 2, 0, 4, 1, 1, -2, 0.9
CCOC(=O)c1c(C)oc2c1c(C=NCC1CCCO1)c(O)c1ccccc12 (stereo not drawn)
  0.4, -2, 1, 75*, -1, 50*, 0.3, 1, 4, 0.5
O=C1Cc2ccccc2Sc2cc(OCCCN3CCCCC3)ccc21
  0.8, -7, 1.1, 29, -4, 2, 0.7, 1, 3, 0.5
NC(=S)N=Nc1c(O)n(Cc2ccc(Br)cc2)c2ccccc12
  1, -4, 1.1, 3, 13, -35, 1, 0.9, 29, 0.9
O=C(Nc1cccc(C(F)(F)F)c1)c1cccnc1N1CCOCC1
  1.4, 2, 1.1, 3, -5, 3, 1, 1.1, -4, 1.3
OC1(c2ccc3ccccc3c2)CCN(Cc2ccccc2)C1 (stereo not drawn)
  1.1, 2, 1, -6, -6, 5, 1.1, 1.1, -7, 1.2
CCOC(=O)Cc1csc(NC(=O)Cc2ccccc2)n1
  x, 2, 1, x, -3, 4, x, 1, -13, x
COc1cccc(C(=O)N2CCN(Cc3ccccc3C(F)(F)F)CC2)c1
  0.9, -1, 1, 9, -2, 4, 0.9, 1, -7, 1.1
COc1ccc(Cl)cc1S(=O)(=O)Nc1cccc(C(=O)O)c1
  0.9, -11, 1, 20, 2, 14, 0.8, 1, 1, 0.9
COc1ccc(C2CCCN2C(=O)Nc2ccccc2)cc1OC (stereo not drawn)
  1, -3, 1.1, 13, -4, -6, 0.9, 1, -20, 0.9
COc1cc(N/N=C(\C)c2ccc(O)c(C)c2)nc(-c2ccccc2)n1
  0.7, 2, 1, 39, -3, 12, 0.6, 1, -3, 0.8
Cc1cccc(NC(=O)C(C)n2cc([N+](=O)[O-])cn2)n1 (stereo not drawn)
  1.1, -5, 0.9, -2, -5, 8, 1, 1.1, -2, 1.1
O=C(CC(Nc1ccc(F)cc1)C(=O)OCC(=O)c1cccs1)c1ccccc1 (stereo not drawn)
  0.8, -1, 1.1, 24, -3, -16, 0.8, 1, -15, 0.9
COc1ccc(NC(=O)c2ccc(OC)cc2)cc1
  1.1, -5, 0.4, 0, -6, -2, 1, 1.1, -11, 1.1
CN(C[C@H](Cc1ccccc1)N(C[C@H](Cc1ccccc1)N(CCc1cc(C(F)(F)F)cc(C(F)(F)F)c1)N=O)N=O)N=O
  0.8, -2, 1, 26, -5, 4, 0.7, 1.1, -10, 1
Cc1ccc(NCc2nnc(SCC(=O)Nc3ccccc3)n2CC2CCCO2)c(C)c1 (stereo not drawn)
  1, 1, 1, 7, 6, -1, 0.9, 0.9, 0, 1
O=S(=O)(NC1CC1)c1ccc(S(=O)(=O)N(Cc2ccccn2)C2CCCC2)cc1
  0.9, -5, 1.1, 13, -4, 13, 0.9, 1, 3, 1
CN(C)S(=O)(=O)c1cc(NC(=O)COC(=O)CCSc2ccc(Cl)cc2)ccc1Cl
  0.8, -1, 1, 31, -5, -9, 0.7, 1, -33, 0.8
COc1ccc(-n2nc([N+](=O)[O-])c(=NCCCN3CCCC3=O)n2O)cc1
  1.1, -5, 1.1, 3, 5, 9, 1, 1, 4, 1
O=C(NCCCN1CCN(CCCNC(=O)c2ccc3c(c2)OCO3)CC1)c1ccc2c(c1)OCO2
  0.9, -2, 1, -4, 4, 6, 1, 1, -6, 1
COCCN1Cc2cccc(C(=O)Nc3cc(C)cc(C)c3)c2C1=O
  1, -3, 1.1, 41, -5, 10, 0.6, 1, -2, 0.9
Cc1cc(C)c(NC(=O)CSc2nnc(-c3ccco3)n2N)c(C)c1
  0.9, 0, 1, 10, -2, -4, 0.9, 1, -8, 1
Cc1ccc(S(=O)(=O)NC(C)C(=O)Nc2ccccc2C(=O)N2CCCC2)cc1 (stereo not drawn)
  1, -4, 1, -2, -8, 15, 1, 1.1, -13, 1
CC(C)(/C=N/NC(=O)CSCc1ccccc1Cl)CCC#N
  0.9, -2, 1.1, 9, -3, 8, 0.9, 1, -7, 0.9
O=C1C=CC2C(c3ccc4c(c3)OCO4)CC1N2Cc1ccccc1 (stereo not drawn)
  0.9, -10, 1, 37, -7, 1, 0.6, 1.1, -12, 0.4
COC(=O)CCN(C(=O)c1cc([N+](=O)[O-])cc([N+](=O)[O-])c1)c1ccccn1
  1.2, -4, 1.1, 7, -5, 3, 0.9, 1.1, -12, 1
O=C(Nc1cc2cccc([N+](=O)[O-])c2oc1=O)c1cccs1
  1, 1, 1, 1, 11, -11, 1, 0.9, -4, 1
N/C(=N\OC(=O)COc1ccc(Br)cc1Cl)c1cccnc1
  1, 1, 0.7, 9, -3, 5, 0.9, 1, -15, 0.9
Cc1ccc(Cc2cnc(N3C(=N)SC(c4ccccc4)C3=O)s2)cc1 (stereo not drawn)
  1, -2, 1, 1, -3, -10, 1, 1, -1, 1.1
COc1ccccc1N1CCN(C(=O)C(=O)N/N=C/c2ccccc2F)CC1
  0.9, -1, 1, 9, 2, 13, 0.9, 1, 2, 0.9
COc1ccc(C2(CNC(=O)/C=C\c3ccco3)CCCC2)cc1OC
  0.8, -1, 1, 25, -2, 16, 0.8, 1, -4, 0.8
Cc1n[nH]c(C)c1CCCCOc1ccccc1
  1.2, -1, 1, -4, -4, 3, 1, 1, -25, 1.1
Cc1ccc(S(=O)(=O)C2(C(=O)N3CCN(C4CCCCC4)CC3)CC2)cc1
  1.1, -1, 1, -7, 0, 4, 1.1, 1, -5, 1.1
CC1CCN(Cc2c(O)ccc3c(=O)c(-c4nc5ccccc5s4)c(N)oc23)CC1
  0.9, -5, 1, 13, 3, -20, 0.9, 1, -35, 1
CSc1nccc(-c2cc(Cl)sc2Cl)n1
  1, -5, 1, 7, -2, 1, 0.9, 1, -5, 1

Other compounds
Each structure is followed by: PMI act, Efa HMGR inh, FLuc act counter, Diaph inh CS, TNAP inh hi DEA, G6PDH counter, Diaph act CS, TNAP act hi DEA, TNAP inh noacc, PMI act hi M6P
N/C(=N\OC(=O)Cc1ccccc1)c1ccncc1
  0.9, -8, 1, 7, -2, 6, 0.9, 1, -6, 1
COc1ccc(O[C@H]2C=C[C@@H](c3ccccc3)O[C@@H]2CO/N=C/C[C@@H]2C=C[C@H](OC(C)=O)[C@@H](COC(C)=O)O2)cc1
  0.9, -3, 1, 22, -2, 16, 0.8, 1, -5, 0.9
CCOc1ccc2nc(N3CCC(C(=O)Nc4nnc(CC)s4)CC3)sc2c1
  1, -5, 1, -12, -2, -24, 1.1, 1, 4, 1
O=C1c2cccnc2C(=O)N1Cc1ccc(Cl)cc1
  0.9, -5, 1.1, 11, 0, 1, 0.9, 1, -3, 0.9
Cc1cc(C)nc(NNC2=CC(=[N+]3CCCC3)CCC2)n1
  0.9, 0, 1, -1, 5, -1, 1, 1, -5, 0.9
CN(Cc1ccccc1)CC(O)COc1ccc(CNCCCOc2cccnc2)cc1 (stereo not drawn)
  0.9, -8, 1, -31, -3, 10, 1.3, 1, -7, 1
COc1cc(C(=O)NS(=O)(=O)c2ccccc2C)ccc1Cc1cn(C)c2ccc(NC(=O)OC3CCCC3)cc12
  1, 2, 1, 33, -4, 8, 0.7, 1, -10, 0.9
Cc1nn2c(-n3ccnc3C)c3c(nc2c1-c1ccccc1)CCC3
  0.9, -1, 1.1, 1, -4, 6, 1, 1, -4, 1
CC(C)N=c1scc(-c2cccs2)n1/N=C/c1ccc(O)c(O)c1O
  0.2, -2, 0.9, 66*, 21, -11, 0.3, 0.8, 8, 0.4
COc1ccc2c(COC(=O)CCS(=O)(=O)c3ccccc3)cc(=O)oc2c1
  1, -7, 1, 19, -4, 5, 0.8, 1, -9, 1
C=CCSc1ncccc1C(=O)NCc1ccccc1
  0.9, -3, 1.1, 8, -4, 3, 0.9, 1, 3, 1

Screening data (PubChem)
